Screening data (PubChem BioAssay)
Anesthetic bind = binds horse apoferritin like a general anesthetic; 350,000 tested, 0.074% active; AID 485281; apoferritin/1-aminoanthracene competitive binding, fluorescence; Potency, µM (titrated, usually from 77.5 µM), without a hit: top-dose activity change, negative = displacement, hits mostly inhibitors; note: potency is the fitted concentration of half-maximal effect; % is set by controls: 0 for no effect and ±100 for the full control effect; nearly all actives have a fitted effect of over 20% in size
Target sequence (P02791 2-175 limits assumed): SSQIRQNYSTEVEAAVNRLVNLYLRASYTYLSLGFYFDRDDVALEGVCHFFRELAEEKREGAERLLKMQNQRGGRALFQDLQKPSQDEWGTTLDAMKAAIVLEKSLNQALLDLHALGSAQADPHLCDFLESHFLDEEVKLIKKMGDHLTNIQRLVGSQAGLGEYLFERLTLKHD
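10 uM apoferritin + 50% sat. 1-AMA, PBS; cpd 10 min RT; Ex380/Em535 endpoint; normalized to free probe vs complex; 4-param Hill fit; propofol titration as pos. ctrl.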
ERG-DNA inh = inhibitors of human ERG Ets domain-DNA interaction; P11308; fluorescence polarization, His-ERG Ets domain / labelled DNA; Potency, µM (highest dose often 76.9 µM), for the others: at the top dose FP activity, negative = inhibition, most hits filed as inhibitors; 370,000 tested, 0.028% active; AID 624246; active = well fitted inhibition curve with a large enough effect in the polarisation, with a control signal flat; inconclusive = small, poorly fitted or top-dose-only effect, or effect the other way, or a change in a side signal; inactive = no such curve, though single readings can be large or run the other way; the % refers to the polarisation;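 note: polarization taken with two DNA probes labelled with fluorescein and Texas red; potency is the fitted concentration of half-maximal effect; % of control where 0% means no effect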
Target sequence (P11308 whole entry, looked up, the tested form may be a part): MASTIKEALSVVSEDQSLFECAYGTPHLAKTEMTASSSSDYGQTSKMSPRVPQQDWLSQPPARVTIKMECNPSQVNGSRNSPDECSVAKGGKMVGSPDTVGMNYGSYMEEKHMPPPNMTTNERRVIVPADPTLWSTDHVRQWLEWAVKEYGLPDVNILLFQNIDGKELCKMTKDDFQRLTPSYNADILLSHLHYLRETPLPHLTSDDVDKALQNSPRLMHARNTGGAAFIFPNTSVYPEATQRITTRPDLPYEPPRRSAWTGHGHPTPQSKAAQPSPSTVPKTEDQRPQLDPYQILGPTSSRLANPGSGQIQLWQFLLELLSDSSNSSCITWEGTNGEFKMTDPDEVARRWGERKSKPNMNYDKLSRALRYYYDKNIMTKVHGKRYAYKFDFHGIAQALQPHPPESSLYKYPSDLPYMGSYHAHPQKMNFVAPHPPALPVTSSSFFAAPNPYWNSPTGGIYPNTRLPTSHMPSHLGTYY
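His-tagged ERG Ets domain (1 uM in the protein solution; 300mM KCl, 50mM Tris-HCl, 1mM EDTA, 1mM DTT, pH 7.5) received compound, then a probe mix of 5 nM fluorescein-DNA and 100nM Texas-615-DNA. Fluorescence polarization was read for both dyes.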
POLI inh = inhibitors of human DNA polymerase iota. Q9UNA4. Pol iota fluorescent replication assay, 10 min. Potency, µM (top dose mostly 115 µM), without a hit: top-dose activity, negative = inhibition, actives largely listed as inhibitors. 390,000 tested, 1% active. AID 588590; note: potency is the fitted concentration of half-maximal effect
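Pol iota at 10 nM preincubated 15 min with compounds at room temperature; reaction started with fluorescent substrate, 50 nM final. Fluorescence read kinetically at 0 and 10 min; buffer-only wells as negative control.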
Pol beta inh = blocks human DNA polymerase beta activity; Pol beta primer extension/strand displacement, fluorescence kinetic; Potency, µM (titrated, usually from 114 µM), for the others: at the highest dose activity change, negative = inhibition, hits mostly inhibitors; 340,000 tested, 1.3% active; AID 485314; note: potency is the fitted concentration of half-maximal effect; % is set by controls: 0 for no effect and ±100 for the full control effect
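Pol beta (10 nM) and compounds were preincubated 15 min at room temperature, then 50 nM substrate (final) started primer extension/strand displacement. Reads were taken at 0 and 10 min; concentration-response data were fitted to a four-parameter Hill equation.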
ALOX12 inh = blocks human arachidonate 12S-lipoxygenase. P18054. purified 12hLO, xylenol orange hydroperoxide absorbance. Potency, µM (top dose mostly 108 µM), inactives show at the highest dose activity change, negative = inhibition, usual class: inhibitors. 580,000 tested, 1.1% active. AID 1671190; note: potency is the fitted concentration of half-maximal effect; % is set by controls: 0 for no effect and ±100 for the full control effect
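Hydroperoxide product was detected by ferrous iron/xylenol orange as the 573 to 405 nm absorbance ratio. Arachidonic acid at 40 uM (final) was turned over for 30 min at room temperature by 150 nM human 12hLO, pH 7.0 Hepes buffer, after 15 min compound preincubation.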
Pol kappa inh = DNA polymerase kappa (human) inhibition; purified Pol kappa, fluorescent DNA synthesis assay, 10 min; 400,000 tested, 0.53% active; Q9UBT6; Potency, µM (doses to about 107 µM), for inactives: at the highest dose activity, negative = inhibition, hits mostly inhibitors; note: potency is the fitted concentration of half-maximal effect; % is set by controls: 0 for no effect and ±100 for the full control effect
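Pol kappa 10 nM + cpd, 15 min RT; start w/ substrate 50 nM final; fluorescence kinetic read, 0 and 10 min. Neg ctrl: buffer, no enzyme.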
BLM inh = Bloom syndrome helicase (human) inhibition; recombinant BLM DNA unwinding, fluorescence dequenching; 350,000 tested, 0.2% active; Potency, µM (titrated, usually from 56.1 µM), for inactives: top-dose activity change, negative = inhibition, most hits filed as inhibitors; P54132;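 note: potency is the fitted concentration of half-maximal effect; plate controls were vehicle for no effect and no enzyme for full effect; nearly all actives have a fitted effect of over 35% in size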
TRHR ag = TRH receptor (human) agonism; AID 493084; 360,000 tested, 0.18% active; activation, % at 2 µM; P34981; TRHR cells, calcium flux fluo-8, FDSS agonist mode; in the data active = activation above about 30%; note: 0% is about no effect
Target sequence (P34981 whole entry, looked up): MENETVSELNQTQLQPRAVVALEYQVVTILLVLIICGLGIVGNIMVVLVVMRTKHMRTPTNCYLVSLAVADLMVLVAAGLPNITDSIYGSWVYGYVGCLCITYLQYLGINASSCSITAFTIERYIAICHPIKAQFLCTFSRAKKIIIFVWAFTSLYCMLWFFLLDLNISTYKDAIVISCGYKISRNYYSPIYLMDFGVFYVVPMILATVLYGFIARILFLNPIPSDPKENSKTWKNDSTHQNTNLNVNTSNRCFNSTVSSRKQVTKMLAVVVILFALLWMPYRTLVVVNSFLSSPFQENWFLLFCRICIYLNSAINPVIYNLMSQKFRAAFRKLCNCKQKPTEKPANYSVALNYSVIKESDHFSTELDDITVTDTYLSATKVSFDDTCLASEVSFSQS
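Fluo-8-loaded TRHR cells; 10 s baseline, compound added, kinetic Ca2+ fluorescence read 1/s, agonist mode.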
APE1 inh = inhibitors of human APE1 endonuclease; recombinant APE1, TAMRA/BHQ-2 abasic DNA cleavage fluorescence; Potency, µM (highest dose often 65.8 µM), without a hit: at the highest dose activity change, negative = inhibition, actives largely listed as inhibitors; 350,000 tested, 0.35% active; AID 2517;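 note: potency is the fitted concentration of half-maximal effect; plate controls were vehicle for no effect and reference inhibitor for full effect; nearly all actives have a fitted effect of over 55% in size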
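0.75 nM APE1 + cpd, 15 min RT; start w/ 50 nM TAMRA/BHQ-2 THF-abasic dsDNA; kinetic fluor 525/598 nm ×3 reads @60 s; Δ(read3−read1); normalized to DMSO and NSC13755 control wells.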
* marks the source's active call; other numbers are inactive results; ? = inconclusive; · = no result given; & = joins results of further samples; [ ] = dose if it differs, or a comment. Unless noted, calls come from the whole dose curve; as a rule, active = well fitted curve in the direction sought with a large enough effect; inconclusive = small, poorly fitted or top-dose-only effect, or another doubt; inactive = no such curve, though single readings can be large; an effect the other way counts as inactive or inconclusive. Only part of the results is shown, so the mix of outcomes need not match the whole.

SMILES	Anesthetic bind	ERG-DNA inh	POLI inh	Pol beta inh	ALOX12 inh	Pol kappa inh	BLM inh	TRHR ag	APE1 inh
N#Cc1cc(S(=O)(=O)c2ccccc2)c(N)[nH]c1=O	-7%	0%	10%	-6%	1%	-6%	-12%	-0.6	2%
CSCC[C@H](NC(=O)[C@H](Cc1c[nH]c2ccccc12)NC(=O)CNC(=O)[C@H](Cc1ccc(O)cc1)NC(=O)[C@H](C)NC(=O)[C@H](CCC(=O)O)NC(=O)[C@H](CCC(=O)O)NC(=O)[C@H](CCC(=O)O)NC(=O)[C@H](CCC(=O)O)NC(=O)[C@H](CCC(=O)O)NC(=O)[C@H](CC(C)C)NC(=O)[C@H](Cc1c[nH]c2ccccc12)NC(=O)[C@@H]1CCCN1C(=O)CNC(=O)[C@@H]1CCC(=O)N1)C(=O)N[C@@H](CC(=O)O)C(=O)N[C@@H](Cc1ccccc1)C(=O)NCC(=O)O	-3%	·	·	·	·	?	-4%	·	2%
Oc1ccccc1C=NNC(=S)NN=Cc1ccccc1O	·	8%	13%	·	?	-18%	·	·	·
COc1ccc(/C=N/N2CCOCC2)cc1Cn1cc([N+](=O)[O-])cn1	1%	3%	2%[58.9 µM]	18%	0%	-8%	-11%	0.5	28%
COc1cccc(C(=O)Nc2nnc(S(=O)(=O)N(C)Cc3ccc(F)cc3)s2)c1	-21%	-13%	19%	?	9%	1%	-3%	0.6	-4%
CCOc1ccc(CCNC(=O)CCCn2c(=O)c3cccn3c3ccccc32)cc1	-11%	6%	12%	3%	-15%	9%	1%	0.2	·
O=C(COC(=O)CCc1ccc(S(=O)(=O)N2CCOCC2)cc1)Nc1ccccc1OC(F)F	·	6%	9%	·	-12%	-3%	·	·	-1%
Cc1ccnc(NS(=O)(=O)c2ccc(NC(=O)C3COc4ccccc4O3)cc2)n1 (configuration not stated)	-3%	10%	14%	?	-15%	-6%	0%	0.9	-7%
CO[C@@H]1C=CO[C@]2(C)Oc3c(C)c(O)c4c(O)c(c(C=NN5CCN(C)CC5)c(O)c4c3C2=O)NC(=O)C(C)=CC=C[C@H](C)[C@H](O)[C@H](C)[C@H](O)[C@H](C)[C@H](OC(C)=O)[C@H]1C	-13%[29.3 µM]	·	·	·	·	-5%[12 µM]	2%[21.4 µM]	·	-1%[21 µM]
COc1ccc(N/N=C(/C#N)S(=O)(=O)c2nsc(C)c2C#N)cc1	?	-1%	6%	-2%	?	-12%	-2%	-0.2	1%
CSc1ccc(Cl)c(C(=O)NC2CCCC2)c1	-11%	9%	-8%	22%	14%	-4%	-2%	-0.5	-2%
Cc1nnc(SCC(=O)N2CCc3ccccc3C2)s1	-14%	-6%	12%	16%	-11%	-6%	-5%	-0.8	0%
COc1ccc(OC)c(NC(=O)c2ccc3c(SCC(=O)O)c4c(nc3c2)CCCC4)c1	-4%	6%	15%	1%	-15%	-5%	-6%	-0.2	·
Cc1ccc2c(COn3nnc4ccc(S(=O)(=O)N(C)C)cc43)cc(=O)oc2c1C	-3%	·	·	35%	-22%	·	-1%	0.6	9%
O=C(Oc1ccnc2cc(Cl)ccc12)N1CCOCC1	-2%	-14%	-3%	2%	1%	-6%	6%	-0.8	-3%
N#C[C@H]1C(O)C(O)c2ccccc2N1C(=O)c1ccccc1 (some centres not stated)	·	-1%	9%	·	-2%	7%	·	·	·
COc1ccccc1CCc1nnc(CCC(=O)NCC(C)Oc2cccnc2)o1 (configuration not stated)	-7%	-2%	5%	62%	-5%	-18%	-1%	0.2	14%
C/C(=N\NC(=O)c1cc(-c2ccc(C)s2)[nH]n1)c1ccco1	4%	1%	?	-4%	-12%	-21%	3%	-1.3	1%
CCOc1ccc(-c2nc(C#N)c(NCCCOC)o2)cc1	3%	4%	9%	-1%	-15%	-7%[60.1 µM]	-4%	-1.2	·
O=C1c2ccccc2/C(=C\c2ccc3[nH]ccc3c2)N1c1ccccc1	·	-9%	-4%	·	-18%	-2%	·	·	5%
CCC(=O)N(Cc1cc(=O)[nH]c2ccccc12)c1ccccc1	-17%	4%	15%	29%	?	-12%	-3%	0.2	7%
Nc1nc(SCc2ccccc2Cl)c2ncn(C3OC(CO)C(O)C3O)c2n1 (configuration not stated)	·	-1%	4%	·	-26%	-7%	·	·	·
Cc1ccc(CNC(=O)COC(=O)c2cccc(S(=O)(=O)N3CCCCC3)c2)cc1	·	15%	-15%	·	124%[activator]	12%	·	0.7	20%
C/C(=N\Nc1ccc(S(N)(=O)=O)cc1[N+](=O)[O-])c1cccs1	-9%	6%	25µM*	11µM*	3%	7%	-16%	-1.0	28%
CCCNC(=O)C12CCC(C)(C(=O)C1Br)C2(C)C (configuration not stated)	-3%	-6%	16%	-28%	-19%	-2%	1%	-0.7	0%

Entries of single compounds, quoted from the list. Values in the order: Anesthetic bind, ERG-DNA inh, POLI inh, Pol beta inh, ALOX12 inh, Pol kappa inh, BLM inh, TRHR ag, APE1 inh
Results for `O=C(Oc1ccnc2cc(Cl)ccc12)N1CCOCC1` : -2%, -14%, -3%, 2%, 1%, -6%, 6%, -0.8, -3%
Results for `C/C(=N\Nc1ccc(S(N)(=O)=O)cc1[N+](=O)[O-])c1cccs1` : -9%, 6%, 25µM*, 11µM*, 3%, 7%, -16%, -1.0, 28%
Results for `C/C(=N\NC(=O)c1cc(-c2ccc(C)s2)[nH]n1)c1ccco1` : 4%, 1%, ?, -4%, -12%, -21%, 3%, -1.3, 1%

The list continues.
SMILES	Anesthetic bind	ERG-DNA inh	POLI inh	Pol beta inh	ALOX12 inh	Pol kappa inh	BLM inh	TRHR ag	APE1 inh
Cc1c(C)c2ccc(O[C@@H]3O[C@H](CO)[C@@H](O)[C@H](O)[C@H]3O)c(C)c2oc1=O	1%	1%	106%[activator]	53%	0%	5%	-1%	2.7	-7%
CCOc1cccc(C(=O)NNC(=O)C2C3C=CC(C3)C2C(=O)O)c1 (configuration not stated)	-8%	-1%	2%	-22%	6%	-10%	-1%	-0.2	15%
CCCc1nn2c(=O)cc(COC(=O)c3cccc(NC(=O)CCc4ccccc4)c3)nc2s1	36%[activator]	8%	11%	0%	-1%	3%[60.1 µM]	-4%	-1.1	·
CC(=O)OC1CCC2(C)C3CC(=O)C4(C)C(CC5OC6(CCC(C)CO6)C(C)C54)C3CC[C@H]2C1 (some centres not stated)	-9%	·	·	·	·	-3%[60.1 µM]	0%	·	10%
Cc1cc(C)cc(N2C(N)=NC(N)=NC2c2cccc(Cl)c2)c1 (configuration not stated)	-5%	-19%	28%	-2%	?	0%	-1%	1.3	49%
Cc1ccc(Cn2nc(C)c(NC(=O)c3cc(C)no3)c2C)cc1	-8%	1%	4%	-2%	8%[57.4 µM]	-3%	2%	-0.5	-2%
Cc1cc(C)c2sc(NNC(=O)c3ccc(S(=O)(=O)N4CCc5ccccc5C4)cc3)nc2c1	8%	0%	-2%	-25%	-4%	-11%	3%	-0.2	-6%
C=C(C)CN1C(=O)C(O)(CC(=O)c2ccc3c(c2)OCCO3)c2ccccc21 (configuration not stated)	-16%	2%	-6%	0%	-30%	4%	-2%	0.3	-2%
CCc1noc(C)c1C(=O)N1CCCC(N2CCN(c3ccccc3F)CC2)C1 (configuration not stated)	-9%	-1%	-19%	-26%	7%	-4%	0%	-0.5	17%
CCn1c(SC)nnc1-c1sc2cc(Cl)ccc2c1Cl	?	2%	3%	0%	?	-2%	-6%	-0.4	0%
COc1ccccc1CNC(=O)CCn1c(=O)c2ccccc2n(CC(=O)Nc2ccc(Br)cc2F)c1=O	12%	3%	-17%	-23%	?	1%	-2%	-2.0	·
Cc1ccc(S(=O)(=O)O/N=C2\CCCc3ccccc32)cc1	-16%	1%	23%	1%	?	3%	-2%	0.5	1%
COc1cc(C(=O)N(C)Cc2cccc(OC)c2OC)ccc1OCC(=O)Nc1cccc(C(F)(F)F)c1	·	8%	13%	·	2%	-4%	·	0.3	0%
CC1CCCC(C)N1C(=O)Cn1c(=O)sc2ccccc21 (configuration not stated)	?	9%	-21%	29%	3%	-4%	2%	0.4	-2%
CC(C)CCN(C(=O)c1ccc(Br)cc1)c1c(N)n(Cc2ccccc2)c(=O)[nH]c1=O	·	5%	52%[activator]	·	-4%	3%	·	1.6	32%[activator]
COc1cccc(OCC(O)CN2CCN(c3ncccn3)CC2)c1 (configuration not stated)	9%	·	27%	27%	-25%	3%	-1%	0.2	1%
CC(C)(C)OC(=O)N1CCC(c2c(C(=O)N3CCN(C(=O)c4ccco4)CC3)cnn2-c2cccc(Cl)c2)CC1	-20%&3%	9%&1%	14%&12%	1%&3%	9%&-17%	-8%&-12%	2%&0%	-0.4&0.4	48%[activator]
CCOc1ccccc1-n1ccn(CC(=O)Nc2ccc(Br)cc2F)c(=O)c1=O	·	6%	11%	·	11%	-17%	·	-0.4	15%
CC(=O)c1c(C)[nH]c(C(=O)OCC(=O)c2c(N)n(CC(C)C)c(=O)n(C)c2=O)c1C	·	-1%	12%	·	2%	-4%	·	0.2	-5%
C[C@@]12CCC(O)C[C@H]1CCc1ccccc12 (some centres not stated)	-23%	·	·	·	·	-11%[60.1 µM]	5%	·	-5%
O=C(c1ccccc1)c1cc2ccc(O)cc2oc1=O	-20%	0%	-5%	22%	?	-5%	2%	1.7	-6%
COC(=O)c1cccc(S(=O)(=O)N(Cc2ccco2)Cc2cc3cc(OC)c(OC)cc3[nH]c2=O)c1	-3%	1%	21%	-5%	-11%	-11%	-6%	-0.3	1%
CCCCC1(C)OC(=O)C(=Cc2c[nH]c3ccccc23)C(=O)O1 (configuration not stated)	-13%	2%	42%[activator]	7%	-27%	-1%	-1%	0.9	25%
Cc1cc(C)c(Cn2c(C(O)c3ccccc3)nc3ccccc32)c(C)c1 (configuration not stated)	12%	1%	11%	10%	-11%	-10%	-2%	-2.1	·
